Assay outcomes as filed in PubChem.
V1aR counter: activates human V1a receptor in oxytocin agonist counter-screen; AID 2797; 320,000 tested, 0.25% active; CHO-V1R cells, Fluo-8 calcium fluorescence, agonist mode; 0% DMSO, 100% 3 nM vasopressin; activation, % at 3 µM; P37288;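 active = activation above the mean activation of all tested compounds plus 3 SD, per screening run, cut at about 20% in these data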;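 note: signal is peak over basal fluorescence ratio across a 100 second FLIPR read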
Target sequence (P37288 whole entry, looked up): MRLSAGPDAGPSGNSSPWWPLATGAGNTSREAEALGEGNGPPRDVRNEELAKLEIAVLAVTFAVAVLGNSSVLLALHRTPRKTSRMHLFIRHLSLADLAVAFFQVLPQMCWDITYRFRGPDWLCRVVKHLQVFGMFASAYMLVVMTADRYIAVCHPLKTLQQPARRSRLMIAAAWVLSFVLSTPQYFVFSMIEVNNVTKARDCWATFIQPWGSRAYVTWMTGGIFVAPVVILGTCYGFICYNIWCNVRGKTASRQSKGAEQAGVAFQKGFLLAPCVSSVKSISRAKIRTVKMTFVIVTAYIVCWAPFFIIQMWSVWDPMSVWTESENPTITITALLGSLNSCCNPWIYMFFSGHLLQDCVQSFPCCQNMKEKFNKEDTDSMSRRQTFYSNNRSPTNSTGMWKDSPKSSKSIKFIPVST
GalR3 antag: human GalR3 antagonism | HEK293 GalR3-CNG cAMP membrane potential fluorescence; galR3 body fused to GalR1 C-terminus | inhibition, % at 3 µM | 360,000 tested, 0.44% active;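 active = inhibition above the screen-wide average plus 3 SD, cut at about 13% in these data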;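 note: forskolin and galanin both at EC90 stimulate the cells; cAMP rise reported by CNG channel membrane potential dye signal; 0% = forskolin plus galanin with DMSO and 100% = forskolin alone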
NALP1 inh: inhibitors of NALP1 inflammasome in yeast | 280,000 tested, 0.61% active | AID 2071 | S. cerevisiae NALP1/ASC/caspase-1 growth, X-gal OD620, 72 h | inhibition, % at 10 µM; in the data active = inhibition mostly above about 24%, no sharp cut-off; inactive = mostly below about 32%; note: some compounds called inactive have numbers as strong as hits
GPR7 antagonist: human neuropeptides B/W receptor 1 antagonism. GPR7-expressing cells, fluorescence antagonist assay. inhibition, % at 4.4 µM. 290,000 tested, 1.1% active. AID 1861; in the data active = inhibition above about 16%, passing the limit was not always enough;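 note: cells stimulated with the agonist NPW; 0% = agonist with vehicle and 100% = vehicle without agonist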
Target sequence (P48145 whole entry, looked up): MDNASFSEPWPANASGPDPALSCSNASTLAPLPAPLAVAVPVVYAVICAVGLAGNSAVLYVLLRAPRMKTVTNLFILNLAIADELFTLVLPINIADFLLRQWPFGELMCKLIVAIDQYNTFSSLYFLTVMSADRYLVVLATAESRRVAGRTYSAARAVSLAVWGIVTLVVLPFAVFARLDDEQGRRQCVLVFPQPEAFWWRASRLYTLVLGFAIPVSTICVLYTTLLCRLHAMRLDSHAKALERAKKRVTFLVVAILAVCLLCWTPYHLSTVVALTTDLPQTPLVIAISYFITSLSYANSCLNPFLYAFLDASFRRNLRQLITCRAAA
PHOSPHO1 block: PHOSPHO1 (human) inhibition; Q8TCT1; recombinant PHOSPHO1, absorbance phosphatase assay; inhibition, % at 13.3 µM; 290,000 tested, 1.1% active; in the data active = inhibition above about 60%
Target sequence (Q8TCT1 whole entry, looked up): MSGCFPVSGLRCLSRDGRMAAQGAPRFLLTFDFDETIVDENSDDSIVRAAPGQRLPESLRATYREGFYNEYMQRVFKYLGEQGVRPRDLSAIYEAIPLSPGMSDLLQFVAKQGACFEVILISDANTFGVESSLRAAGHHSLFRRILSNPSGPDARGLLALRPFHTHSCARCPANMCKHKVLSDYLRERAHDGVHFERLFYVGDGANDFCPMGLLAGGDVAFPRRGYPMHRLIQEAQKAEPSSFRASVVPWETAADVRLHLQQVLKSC
MEKK3 PB1 HTS: MEKK3-MEK5 PB1 interaction, increase or decrease. binding response (% of control), % at 10 µM. AID 1529. Q99759. 290,000 tested, 1.4% active. bead-based flow cytometry, Alexa488-MEK5 binding to MEKK3; actives lie on both sides; 0 = blocked by unlabeled MEK5, 100 = vehicle;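 active = binding response more than 3 SD above or below the average of its plate-row segment, actives on both sides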;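 note: Alexa488 bead fluorescence after subtracting the streptavidin-only scavenger bead signal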
MEKK2wt PB1 HTS: raises or lowers MEK5 binding to wildtype human MEKK2 PB1 domain; Q9Y2U5; bead flow cytometry, Alexa488-MEK5 binding to MEKK2 WT; actives lie on both sides; binding response (% of control), % at 10 µM; 290,000 tested, 1.1% active; in the data active = binding response below about 67% or above about 130%
MEKK2 mut-MEK5: signal of MEK5 binding to mutant human MEKK2 PB1 domain; bead flow cytometry, Alexa488-MEK5 binding to MEKK2 mutant; percent response, % at 10 µM; 290,000 tested, 0.35% active; AID 1530; in the data active = percent response above about 24%, passing the limit was not always enough; note: inactives centre near 1; some results filed as inactive read as strong as hits; reference of the scale not given here
OXTR ag: agonists of human oxytocin receptor; CHO-OTR cells, Fluo-8 calcium fluorescence; normalized: DMSO 0%, oxytocin 100%; activation, % at 3 µM; 320,000 tested, 0.32% active; AID 2435;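 active = activation above the mean of all tested compounds plus 3 SD, cutoff set per screening run, cut at about 20% in these data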;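 note: peak over basal fluorescence ratio from a 100 s FLIPR kinetic read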
Starred values were filed as active, the others as inactive; x = not tested or not shown; [ ] = another dose, or the depositor's remark.

SMILES | V1aR counter | GalR3 antag | NALP1 inh | GPR7 antagonist | PHOSPHO1 block | MEKK3 PB1 HTS | MEKK2wt PB1 HTS | MEKK2 mut-MEK5 | OXTR ag
O=C(c1cccc(S(=O)(=O)N2CCCC2)c1)c1nnc(-c2ccncc2)o1 | 3.1 | 0 | 1 | -8 | 14 | 108 | 107 | 4 | 1.4
CC(=O)c1c(C)[nH]c(C(=O)COc2ccc(C#N)cc2)c1C | 3.7 | -3 | 14 | -10 | 41 | 100 | 100 | 7 | 4.4
Cc1cccc(NC(=S)N2CCCC2)c1 | 0.1 | -1 | 18 | -21 | 16 | 100 | 91 | -7 | -0.4
CC(C)(C)N1NC2(CCCCC2)NC1=S | 0.4 | -3 | -1 | -13 | -95 | 70 | 98 | 1 | 1.4
CS(=O)(=O)N1N=C(c2cccs2)CC1c1ccccc1F (configuration not stated) | -1.0 | -11 | -1 | -2 | 20 | 99 | -4.0*[inhibitor] | 3 | -1.0
COc1ccc(S(=O)(=O)N(C(C)=O)c2ccc(OC(C)=O)c3ccccc23)cc1[N+](=O)[O-] | 2.5 | 4 | 28 | -6 | -24 | 101 | 107 | 12 | 2.7
C/C(=N\NC(=O)c1ccoc1C)c1ccc(Cl)s1 | 0.2 | -5 | 17 | -10 | 46 | 101 | 101 | 2 | -1.5
Cc1ccccc1NC(=O)CCCSc1nc2ccccc2s1 | 0.5 | -3 | 21 | -9 | 3 | 102 | 100 | 7 | -1.5
CN1CCC(NC(=O)c2cc(-c3cccc(Br)c3)nc3ccccc23)CC1 | 3.0 | -2 | 26 | 42* | 48 | 101 | 128 | 13 | 4.5
CCc1nc(SCC(=O)Nc2ccccc2OC)n[nH]1 | 2.2 | -8 | 16 | -10 | 28 | 103 | 98 | 5 | 1.5
O=C(NNC(=O)c1cnccn1)c1cccc([N+](=O)[O-])c1 | -0.1 | -6 | -13 | -16 | -4 | 107 | 104 | 7 | 0.9
OCC[C@@H]1C[C@@H](O)[C@H](O)[C@@]2(CCc3ccccc3O2)O1 | 1.4 | -3 | 11 | -11 | 41 | 99 | 93 | -5 | -0.3
CCC(=O)N(NC1=NS(=O)(=O)c2ccccc21)S(=O)(=O)c1ccc(C)cc1 | -0.3 | -5 | 12 | -3 | 36 | 95 | 87 | -7 | 0.1
Cc1ccc(OCc2nnc(SCCN3CCOCC3)n2C)cc1 | -1.0 | -2 | 15 | 2 | 74* | 103 | 113 | 0 | -0.5
O=C(CSc1nnc(-c2c[nH]c3ccccc23)o1)N1CCCCC1 | 2.9 | -5 | -2 | 4 | -2 | 112 | 111 | 9 | 4.4
FC(F)(F)c1ccc(NCCc2ccccc2)nc1 | -0.2 | 3 | -6 | -15 | -7 | 106 | 113 | 4 | -2.1
CCOC(=O)c1c(C)n2c3c(cc(C)cc13)CCC2 | -1.2 | -6 | -3 | -9 | 16 | x | x | x | -1.0
COc1ccc(/C=N/Nc2nnc(-c3ccccc3)c(=O)[nH]2)cc1 | 0.0 | 0 | 37 | -1 | -4 | 101 | 98 | 15 | -0.9
Cn1c(Nc2ccc(Cl)cc2)cc(=O)n(C)c1=O | 0.3 | 12 | 5 | 2 | 20 | 100 | 101 | 8 | 0.6
Cc1ccccc1CSc1nnc2ccc(-c3ccncc3)nn12 | 0.8 | -3 | -14 | -12 | -23 | 100 | 101 | 4 | 0.8
CCN(CC(=O)NCc1ccc(Cl)cc1)C(=O)c1ccc(C#N)cc1 | 0.3 | -7 | 38 | -13 | 46 | 98 | 100 | 5 | -1.8
COc1ccc2nc(SCC(=O)NCc3ccc(S(N)(=O)=O)cc3)[nH]c2c1 | 0.4 | -6 | 3 | -7 | 47 | 102 | 107 | 5 | 0.1
O=C1CCC(=O)N1OCCCOc1ccccc1 | 0.0 | -4 | 4 | 7 | -9 | 104 | 94 | -4 | -0.5
N#Cc1c(-c2ccccc2)[nH]c(=O)[nH]c1=O | 1.0 | 0 | -11 | -11 | 12 | 110 | 103 | -1 | -0.1
Cc1ccc(-c2csc3ncnc(NCCC(=O)O)c23)cc1C | 0.4 | 1 | 11 | -5 | 40 | 109 | 109 | 2 | -0.4
CCn1cc(Br)c(C(=O)Nc2ccc(OC)cc2)n1 | -1.1 | -6 | 11 | -9 | -17 | 98 | 96 | -6 | -0.1
CCOC(=O)C1CCN(C(=O)c2ccc3snnc3c2)CC1 | 0.6 | 0 | 11 | 1 | 2 | 110 | 105 | -2 | -0.8
COc1ccc(-n2c(=O)c3ccccc3n(Cc3cccc(C)c3)c2=O)cc1OC | 0.1 | 4 | 20 | -9 | 14 | 111 | 99 | 0 | -0.3
COc1cc(C=O)ccc1Oc1cnccn1 | -0.4 | 0 | 14 | 1 | 37 | 103 | 101 | 0 | 0.6
Cc1cccc(C)c1NC(=O)CSc1nnc(-c2ccccc2)n1Cc1ccc2c(c1)OCO2 | 0.7 | -4 | 11 | -1 | 10 | 97 | 99 | 0 | -1.7
COc1ccc(/C(N)=N/OC(=O)c2ccc(C)c([N+](=O)[O-])c2)cc1 | 0.6 | 1 | -11 | -5 | 11 | 98 | 101 | 0 | 0.5
CC1SC(=NC(=O)c2ccco2)NC1=O (configuration not stated) | 0.0 | -2 | -5 | -2 | 21 | 100 | 100 | 0 | 2.0
Fc1ccc(F)c(CN2CCN(c3ncccn3)CC2)c1 | 0.4 | x | 0 | -14 | 39 | 91 | 95 | -6 | -0.7
COc1ccccc1N1CCN(CC(=O)Nc2ccc(Cl)c(C(F)(F)F)c2)CC1 | 4.2 | x | -151 | -4 | -10 | 110 | 126 | 28 | 3.1
c1ccc(Nc2ccc3c4c(cccc24)CC3)cc1 | 4.2 | -5 | -4 | -11 | -32 | 105 | 98 | 7 | 0.9
Clc1cccc(-c2ccnc3nc(-n4cccc4)nn23)c1 | -0.6 | -5 | 5 | -12 | -1 | 102 | 103 | 4 | -1.8
Cc1ccc(Sc2sc(=O)n(C)c2S(=O)(=O)c2ccc(C)cc2)cc1 | -0.5 | 20* | 13 | -6 | -13 | 96 | 91 | -7 | -0.4
Cc1cc(N2CC(C(=O)Nc3nccs3)CC2=O)ccc1C(C)C (configuration not stated) | 3.3 | -1 | 8 | -1 | 38 | 104 | 102 | 3 | 0.3
COc1ccc(NC(=O)c2ccccc2-c2ccccc2)c(C)c1 | -0.6 | 6 | 10 | 3 | 38 | 99 | 97 | 1 | -2.7
CSCC[C@H](NC(=O)[C@@H]1Cc2ccccc2CN1)C(=O)NC1CCCCC1 | -0.3 | -8 | 16 | 5 | 38 | 100 | 106 | 2 | 0.3
COc1cccc(C(=O)C2CCCN(Cc3c(C)n(C)n(-c4ccccc4)c3=O)C2)c1 (configuration not stated) | 0.0 | 7 | x | -9 | 3 | 104 | 104 | -1 | -0.9
COc1ccc(C(=O)CNc2ccccc2C#N)cc1 | -0.8 | -2 | 20 | -6 | 16 | 107 | 98 | -2 | -0.8
COc1cccc(NC(=O)Nc2ccc(C)c(Cl)c2)c1 | 11 | 1 | 5 | 18 | 42 | 103 | 105 | 3 | 5.0
CN(CCCC[C@H](CNCc1ccc(-c2ccccc2)cc1)N1C[C@H](c2ccccc2)N(CCc2ccc(Cl)c(Cl)c2)C(=O)C1=O)Cc1ccc(-c2ccccc2)cc1 | x | x | x | x | 26 | 113 | 228* | 78* | x
Cc1ccc(OCCCCNC(C)c2ccccc2)c(C)c1 (configuration not stated) | 6.7 | -9 | 21 | 6 | 14 | 102 | 125 | 5 | 6.5
Cc1cc(C)nc(SCC(=O)c2ccc(F)cc2F)n1 | -0.9 | -6 | 0 | -1 | 20 | 102 | 104 | 9 | -1.5
Cc1nnc(SCc2cc(=O)[nH]c(N3CCN(Cc4ccccc4)CC3)n2)s1 | 0.3 | -1 | 21 | -7 | -25 | 109 | 118 | 10 | 1.3
COC(=O)c1cc(=O)n(-c2c(Cl)cc(C(F)(F)F)cc2Cl)[nH]1 | 1.2 | 6 | 52 | -14 | 33 | 105 | 104 | 10 | -0.4
CC(C)(C)c1ccc(S(=O)(=O)N2CCC(NC(=O)c3ccco3)CC2)cc1 | 4.2 | -8 | 8 | -5 | 5 | 104 | 97 | -1 | 1.4
CC(c1ccccc1)n1c(-c2ccc(Cl)cc2)n[nH]c1=S (configuration not stated) | -0.3 | -12 | 5 | -12 | -77 | 104 | 109 | 4 | -0.6
O=C(Cc1csc(-c2ccccc2)n1)NCc1cccs1 | -1.4 | 2 | 0 | -9 | 6 | 113 | 107 | -1 | -2.6
O=C(COc1cc2oc(=O)c3c(c2cc1Cl)CCC3)N1C[C@H]2C[C@@H](C1)c1cccc(=O)n1C2 | -1.0 | -2 | -7 | -7 | 34 | 102 | 110 | 2 | -0.3
COc1cccc(C(=O)NCc2nnc(SCC(=O)Nc3nccs3)n2-c2ccccc2)c1 | -0.8 | x | 11 | -4 | -1 | 110 | 109 | 8 | -1.9
CC(SCC(=O)O)c1nc2ccccc2[nH]1 (configuration not stated) | 1.1 | -5 | x | 0 | 50 | 105 | 99 | 3 | 0.7
Cc1cc(C)nc(SCC(=O)Nc2ncccn2)n1 | 0.8 | -2 | 34 | -8 | 1 | 104 | 101 | 1 | 0.9
CCC(C)[C@H](NC(=O)OC(C)(C)C)c1nnc(SCc2c(C)[nH]c(=O)[nH]c2=O)o1 (some centres not stated) | 0.0 | -4 | -7 | 1 | -10 | 104 | 106 | 6 | 0.1
COc1ccc(NC(=O)Cc2nnc(SCC(=O)Nc3cc(C)ccc3OC)n2C)cc1 | 0.4 | 0 | 5 | -19 | -60 | 88 | 93 | -6 | -1.6
OCCC1CN(Cc2cccs2)CCN1Cc1ccccc1 (configuration not stated) | 0.9 | -6 | 4 | -1 | 19 | 102 | 94 | -8 | 0.3
O=C(Nc1c(C(=O)Nc2cccc(F)c2)oc2ccccc12)c1ccc2c(c1)OCO2 | 1.1 | -5 | 18 | -16 | 41 | 103 | 97 | 1 | 1.3
O=C(CN1CCOc2ccccc21)N1CCN(c2cccc(Cl)c2)CC1 | 1.8 | -1 | x | 3 | x | 100 | 98 | 1 | 3.2

Remaining list, next part
SMILES | V1aR counter | GalR3 antag | NALP1 inh | GPR7 antagonist | PHOSPHO1 block | MEKK3 PB1 HTS | MEKK2wt PB1 HTS | MEKK2 mut-MEK5 | OXTR ag
CN(C)c1oc(-c2ccccc2Cl)nc1S(=O)(=O)c1ccccc1 | 2.1 | 0 | -7 | -12 | 3 | 106 | 103 | -1 | 2.6
NC(=O)c1ccccc1NC(=O)CN1CCCCCC1 | 0.3 | 0 | -6 | -8 | 29 | 107 | 107 | 5 | 0.3
COc1ccccc1-n1c(COc2ccccc2-c2ccccc2)nnc1SCC(=O)c1c(N)n(C)c(=O)n(C)c1=O | 0.1 | 0 | 19 | -9 | 12 | 105 | 98 | -2 | 0.0
CCOC(=O)/C(=N\Nc1ccc(C(C)=O)cc1)c1csc(Nc2ccccc2)n1 | 0.6 | 2 | 16 | -2 | -15 | 104 | 105 | 0 | -0.4

Four entries picked at random from the list so far:
SMILES | V1aR counter | GalR3 antag | NALP1 inh | GPR7 antagonist | PHOSPHO1 block | MEKK3 PB1 HTS | MEKK2wt PB1 HTS | MEKK2 mut-MEK5 | OXTR ag
CCOC(=O)/C(=N\Nc1ccc(C(C)=O)cc1)c1csc(Nc2ccccc2)n1 | 0.6 | 2 | 16 | -2 | -15 | 104 | 105 | 0 | -0.4
COc1ccccc1-n1c(COc2ccccc2-c2ccccc2)nnc1SCC(=O)c1c(N)n(C)c(=O)n(C)c1=O | 0.1 | 0 | 19 | -9 | 12 | 105 | 98 | -2 | 0.0
CN(C)c1oc(-c2ccccc2Cl)nc1S(=O)(=O)c1ccccc1 | 2.1 | 0 | -7 | -12 | 3 | 106 | 103 | -1 | 2.6
NC(=O)c1ccccc1NC(=O)CN1CCCCCC1 | 0.3 | 0 | -6 | -8 | 29 | 107 | 107 | 5 | 0.3

Compounds as they come. About 5.4% of those tested had a hit in this group.
